Bioassay records deposited in PubChem BioAssay by several laboratories.
Anthrax LF inh2: inhibitors of Bacillus anthracis lethal factor protease; 360,000 tested, 0.12% active; P15917; multiplex microsphere protease cleavage assay, LF; inhibition, % at 10 µM; further: plate controls were buffer without enzyme for full effect and enzyme alone for no effect
TcdB GH inh: blocks C. difficile toxin B glycohydrolase activity; P18177; TcdB glycohydrolase enzymatic assay, plate reader; inhibition, % at 9.99 µM; 350,000 tested, 0.24% active; AID 652162; in the data active means inhibition above about 10%
PfHsp40 yeast: rescue of PfHsp40-mediated yeast toxicity. S. cerevisiae expressing PfHsp40, growth rescue, ATP luminescence. growth rescue, % at 12.5 µM. 340,000 tested, 0.68% active. AID 504582; in the data active means growth rescue above about 28%, passing the limit was not always enough; inconclusive means no clear call, values can overlap the other calls;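 further: yeast W303a lacking pdr1 and pdr3 grown in galactose medium; growth measured after three days at 30 °C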
SARS 3CLpro inh: SARS-CoV 3CLpro protease inhibition; P0C6X7; 290,000 tested, 0.14% active; recombinant SARS-CoV 3CLpro, quenched FRET peptide cleavage; inhibition, % at 6 µM; in the data active means inhibition above about 12%
Vc quorum ag: quorum light induction in luxS cqsA deficient V. cholerae | V. cholerae BH1578 lux reporter, luminescence, 6 h | activation, % at 18.7 µM | 350,000 tested, 0.16% active | AID 588436; in the data active means activation mostly above about 9.7%, no sharp cut-off; inconclusive means no clear call, values can overlap the other calls; inactive means mostly below about 3.7%; further: not every result past the cut was called active; inactives centre near 0; reference of the scale not given here
BoNT A protease: inhibitors of Botulinum neurotoxin A light chain protease. multiplex microsphere protease substrate cleavage, flow cytometry. inhibition, % at 10 µM. 360,000 tested, 0.17% active; further: plate controls were buffer without enzyme for full effect and enzyme alone for no effect
PrPC surface inh: cell surface PrPC inhibition, primary TR-FRET screen | P04156 | TR-FRET read-out | inhibition, % at 13.8 µM | 370,000 tested, 0.43% active | AID 720596; in the data active means inhibition above about 24%; further: 0% = median of the test wells and 100% = reference compound wells
SSB-PriA inh: K. pneumoniae PriA-SSBct interaction inhibition; inhibition, % at 33 µM; AlphaScreen SSBct-PriA binding, biotinylated peptide; 430,000 tested, 0.6% active; in the data active means inhibition mostly above about 37%, no sharp cut-off; inactive means mostly below about 20%;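 further: plate controls were negative control peptide for no effect and reference peptide for full effect; strong numbers were not always called active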
Yp Topo-I inh: inhibitors of Yersinia pestis topoisomerase I; Y. pestis Topo-I cleavage product accumulation, plate reader; activity, % at 10 µM; 360,000 tested, 0.064% active; AID 504884; in the data active means activity above about 50%, passing the limit was not always enough; inconclusive means no clear call, values can overlap the other calls; further: inactives centre near 2
* = called active by the depositor; i = inactive; u = inconclusive; x = no result given; & = joins results of further samples. Unless noted, no stated cut-off is given here; in the data, active means inhibition above about 30%; inconclusive means no clear call, values can overlap the other calls; inactive means below that. Some of the compounds tested (hit frequency here may not be typical).

SMILES	TcdB GH inh	PfHsp40 yeast	Yp Topo-I inh	Vc quorum ag	SSB-PriA inh	BoNT A protease	Anthrax LF inh2	PrPC surface inh	SARS 3CLpro inh
C=CCNc1nc(N2CCOCC2)nc(N2CCOCC2)n1	x	-0.7	0.6	i	-3.3	-0.2	1.5	-3.2	-7.2
Cn1c(COc2ccccc2)nnc1SCC(=O)c1cccc([N+](=O)[O-])c1	1.0	-0.2	-0.8	i	-6.9	1.8	2.1	-12.0	2.8
Cc1nn(C)c(Cl)c1/C=N/OC(=O)c1ccccc1	0.7	-0.1	2.3	4.2	x	-1.0	-1.0	1.6	-0.1
COc1ccccc1-c1cnc(C(O)c2ccc(CN3CCCCC3)cc2)[nH]1 (stereo unspecified)	-10.1	x	-1.1	-0.3	x	0.2	-8.1	10.0	x
S=C(Nc1ccc(Nc2ccccc2)cc1)N1CCN(c2ncccn2)CC1	0.7	-0.1	3.5	i	2.3	0.4	1.1	-2.3	-3.1
NC(=O)C1(N2CCCCC2)CCN(C(=O)c2cccn3c(=O)c4cc(Cl)ccc4nc23)CC1	x	-0.5	30.1	-1.8	-20.5	5.7	-3.5	-17.2	4.9
CCCCCCCCCCCCCCCC[N+](C)(C)C	2.1	u	-8.0	i	-3.5	-1.1	3.7	13.1	x
S=C(N/N=C/c1ccc2ncccc2c1)Nc1ccccc1	1.9	7.6	-8.9	0.0	x	-2.3	-4.8	-1.0	-1.5
COc1ccc(Cc2nnc(SCC(=O)Nc3ccc(N4CCOCC4)cc3)n2C)cc1	0.0	-0.3	7.9	-0.5	8.6	0.6	-6.5	1.2	-7.8
O=C(COC(=O)Cc1ccc(Br)cc1)NC1CCCC1	0.6	-0.6	-12.4	i	-6.3	0.1	-7.2	6.3	x
Cc1c(Cc2ccc3c(c2)OCO3)sc(NC(=O)c2ccc3ccccc3c2)c1C(N)=O	2.7	x	1.1	-0.2	-7.5	0.3	-3.6	6.3	0.4
O=C(Nc1nc(-c2ccccc2)cs1)c1ccc(S(=O)(=O)N2CCc3ccccc32)cc1	1.2	1.3	-1.7	-0.2	-27.4	-0.9	-5.4	18.5	-0.9
NS(=O)(=O)c1ccc(NC(=S)N2CCN(c3ccccc3)CC2)cc1	x	1.0	2.8	-0.3	-3.6	0.5	0.9	-0.5	-5.0
O=S(=O)(c1ccccc1C(F)(F)F)N1CCN(S(=O)(=O)c2ccccc2C(F)(F)F)CC1	x	-1.7	0.1	-0.2	-10.7	0.6	-3.3	4.1	-8.5
Cc1ccccc1C(=O)c1cccn1CC(=O)NCC1CCCO1 (stereo unspecified)	x	-0.5	5.0	-4.7	-24.0	0.1	-2.1	4.5	-3.0
Cc1cc(=O)n2nc(N3CCC(C(=O)Nc4c(F)c(F)c(F)c(F)c4F)CC3)sc2n1	-0.2	-1.9	3.0	0.6	1.7	-1.7	-2.5	1.2	7.0
CC1=CC=CC2=NC(=O)CC(C)(C(=O)N(CC(=O)NC3CCCC3)c3ccccc3C)N12 (stereo unspecified)	x	-0.2	3.7	-1.6	-15.8	0.0	2.2	-1.0	3.9
COc1ccccc1N1CCN(CC(=O)NCCc2ccc(S(N)(=O)=O)cc2)CC1	0.7	-1.0	6.2	i	-15.6	-0.2	-5.6	9.1	3.1
Cc1c(N=C(N)/N=C(\N)Nc2ccccc2)c(=O)n(-c2ccccc2)n1C	0.6	-1.9	-2.8	-0.3	x	-0.3	-1.7	-2.6	-6.2
Cc1cc(C)nc(SCCN2CCCCC2)n1	1.2	-1.2	-4.6	-0.4	-0.8	0.3	-8.7	4.3	x
Cc1ccc(S(=O)(=O)N2CCN(Cc3nc4sc(C)c(C)c4c(=O)[nH]3)CC2)cc1	x	-0.7	-2.9	-0.4	-3.1	0.2	-2.0	6.6	-3.0
CCOC(=O)c1c(-c2ccccc2)csc1NC(=O)/C(C#N)=C\c1ccc(O)c(OC)c1	0.7	-1.0	2.8	x	-19.9	0.5	-2.3	3.0	x
Cc1c(Cl)cccc1NC(=S)N1CCN(c2ccc([N+](=O)[O-])cn2)CC1	-0.2	-2.3	4.0	-0.5	-2.3	-0.6	3.5	-6.5	7.4
COc1ccc(C(=O)N/N=C/c2ccccn2)cc1	-1.3	x	8.4	0.6	x	-0.5	-2.9	-1.9	x
CN1C(=O)/C(=C\c2ccc(OC(=O)c3ccco3)cc2)SC1=S	0.4	-0.6	3.3	-0.5	0.6	1.8	0.1	-0.1	1.2
COc1ccc(NC(=O)C(=O)N/N=C(\C)CC(=O)Nc2cc(C)ccn2)c(OC)c1	-0.6	-1.4	-7.8	i	x	u	-21.1	1.8	-0.7
COc1cc(/C=N/Nc2ccc(Cl)c(C(=O)O)c2)ccc1OC(=O)c1ccccc1F	0.9	0.1	9.3	-0.3	x	-0.3	-2.5	-4.5	5.5
COc1ccc(C(=O)CC2(CC(=O)c3ccc(OC)cc3)C(=O)N(C)C(=O)N(C)C2=O)cc1	x	-0.2	-2.0	-2.1	10.6	-0.1	5.9	0.3	-4.0
COCCNC(=O)C(c1ccccc1F)N(C(=O)C(=O)NC1CCCC1)C1CCCCC1 (stereo unspecified)	1.2	5.0	0.7	-0.4	-2.9	-0.3	-1.1	-4.7	1.8
CCOC(=O)c1sc2nc(C)cc(C)c2c1NC(=O)c1ccco1	x	0.3	-2.9	1.4	-1.2	0.1	-8.4	-12.9	-1.9
CCc1ccc(NC(=O)C(=O)N/N=C(\C)CC(=O)Nc2ccc(OC)cc2)cc1	-0.3	-0.9	9.8	-0.6	x	0.4	4.2	0.3	-2.0
CC12CCC(C(=O)N(c3ccc(Cl)cc3)C1=O)C2(C)C (stereo unspecified)	0.3	-0.5	8.9	i	-1.8	-0.3	-0.8	-2.5	-0.5
CC(=O)C(Sc1ccc2nnc(-c3ccc(F)cc3)n2n1)C(C)=O	4.5	-0.5	-3.7	-0.3	-7.1	-0.6	-3.2	-6.7	1.4
Cc1n[nH]c(=O)nc1NCc1ccccc1Cl	x	-3.2	2.0	i	1.0	-0.4	1.3	-0.4	-6.6
CCN1C(=O)[C@@H]2[C@@H](c3ccc(-c4ccc(C(C)=O)cc4)cc3)N3CCC[C@@]3(C(=O)OC)[C@@H]2C1=O	0.0	2.1	1.5	i	2.1	0.4	-0.7	8.4	x
O=C(CN1CCOCC1)Nc1ccc(Oc2ccccc2)cc1	x	0.0	6.7	i	-9.5	0.0	3.3	0.8	-0.8
CCn1nc(C)cc1C(=O)N1CCCC(Nc2ccc(F)c(F)c2)C1 (stereo unspecified)	1.0	-1.3	1.8	x	-7.6	-3.2	-4.8	-2.3	-3.2
CSCC[C@H](NC(=O)c1ccc2ccccc2c1)C(=O)N1CCC2(CC1)NCCc1[nH]cnc12	0.0	1.2	5.0	-0.4	7.8	0.1	-2.2	-8.8	-1.8
O=[N+]([O-])c1ccc(N2CCN(S(=O)(=O)c3ccccc3)CC2)cc1NCC1CCCO1 (stereo unspecified)	x	-0.6	26.7	i	-1.3	-0.8	-1.2	3.3	-2.0
Cn1c(SCC(=O)NCc2cccs2)nnc1-c1ccc(S(=O)(=O)N2CCCC2)cc1	x	1.3	-2.2	i	9.9	0.1	1.2	-1.7	0.1
COC(=O)c1nc(-c2ccccc2)oc1N(C)C	x	0.6	5.4	-0.4	2.1	u	-10.9	-5.5	0.6
C[C@H]1CN([C@@H](C)CO)C(=O)CCCn2nncc2CO[C@H]1CN(C)C(=O)C1CC1	0.1&0.4	x	9.0	-0.4	x	-0.5	-5.5	2.5	x
CCN(CC(=O)NCc1ccc(F)cc1)Cc1nc2ccccc2c(=O)[nH]1	x	1.0	-0.9	2.9	-1.9	1.0	-2.8	-3.8	-2.2
CN1C(=O)c2ccc(NC(=O)c3c(C(=O)O)cccc3[N+](=O)[O-])cc2C1=O	0.7	-1.4	7.8	-1.4	-2.0	-3.5	5.8	-20.4	0.8
CCc1nnc(NS(=O)(=O)c2ccc(NC(=O)c3ccc(C#N)cc3)cc2)s1	1.2	2.1	5.5	i	-1.5	-2.5	4.1	-1.3	2.8
Fc1cccc(-c2cc3nc4c(c(NCc5ccco5)n3n2)CCCC4)c1	1.3	16.3	2.4	i	-5.4	-1.3	-6.5	2.2	1.7
O=c1cc(CSc2nc3cc(Cl)ccc3o2)nc2sccn12	x	-0.7	10.4	i	-6.1	0.0	-3.7	-3.5	0.8
CCOC(=O)C1=C(c2ccccc2)NC(=S)NC1c1ccc(Cl)cc1 (stereo unspecified)	0.4	0.4	-1.9	-0.9	10.6	-1.5	-4.9	-0.3	3.5
CC1(C)CC(=O)C(C2(O)C(=O)NC(=O)NC2=O)=C(O)C1	x	1.1	-5.8	-0.1	3.3	-2.2	-4.9	3.6	4.7
CS(=O)(=O)Nc1ccc(C(=O)Nc2ccccc2C(=O)NCc2ccco2)cc1	-3.0	1.9	-3.1	-0.5	-9.7	-1.0	2.4	1.7	-1.6
Cc1cccc(C2c3[nH]c4ccccc4c3CCN2C(=O)c2cc(-c3cccn3C)n[nH]2)n1 (stereo unspecified)	0.5	-0.4	16.5	-0.2	-8.4	-0.5	-4.1	-6.7	3.0
CC12CCC(c3c1nc1ccccc1[n+]3[O-])C2(C)C (stereo unspecified)	x	-0.3	-1.3	-0.3	6.1	-0.5	-1.4	-0.2	-2.9
CCCc1cc(=O)[nH]c(SCC(=O)NC2CC2)n1	1.5	-1.3	-0.9	-2.0	-2.9	-3.2	-1.3	2.4	x
COc1ccc(CC(=O)Oc2ccc(Br)cc2F)cc1S(=O)(=O)N1CCOCC1	-0.9	4.3	39.0	-0.5	-10.8	x	x	4.9	x
COc1ccc(NC(=S)NC(=O)c2ccccc2)cn1	-0.1	0.4	-4.9	2.2	6.3	1.5	-1.7	6.1	0.8
COc1cccc(-n2c(C)cc(/C=C3\C(=N)N4N=C(CC(=O)N5CCOCC5)SC4=NC3=O)c2C)c1	0.2	-1.3	9.4	-0.5	-5.3	0.2	0.5	-4.6	3.8

Part of the list above, set out differently.
COc1ccc(CC(=O)Oc2ccc(Br)cc2F)cc1S(=O)(=O)N1CCOCC1
- TcdB GH inh: -0.9
- PfHsp40 yeast: 4.3
- Yp Topo-I inh: 39.0
- Vc quorum ag: -0.5
- SSB-PriA inh: -10.8
- BoNT A protease: x
- Anthrax LF inh2: x
- PrPC surface inh: 4.9
- SARS 3CLpro inh: x

COc1ccc(NC(=S)NC(=O)c2ccccc2)cn1
- TcdB GH inh: -0.1
- PfHsp40 yeast: 0.4
- Yp Topo-I inh: -4.9
- Vc quorum ag: 2.2
- SSB-PriA inh: 6.3
- BoNT A protease: 1.5
- Anthrax LF inh2: -1.7
- PrPC surface inh: 6.1
- SARS 3CLpro inh: 0.8

(more compounds)
SMILES	TcdB GH inh	PfHsp40 yeast	Yp Topo-I inh	Vc quorum ag	SSB-PriA inh	BoNT A protease	Anthrax LF inh2	PrPC surface inh	SARS 3CLpro inh
CN1CCN(c2oc(-c3ccco3)nc2S(=O)(=O)c2ccccc2)CC1	x	-1.7	-0.3	i	15.5	0.2	-5.7	-4.7	-1.3
O=C(COC(=O)c1cc([N+](=O)[O-])ccc1N1CCOCC1)c1ccccc1	0.8	2.2	4.8	i	-7.1	-0.7	-0.4	-1.0	x
CC(=O)c1cccc(N(CC(=O)NC2CCCC2)C(=O)c2ccc(C)s2)c1	-0.2	4.4	12.9	-7.8	1.6	-0.6	-1.2	3.7	-2.9
O=C(Nc1ccc(C(=O)N2CCN(c3ccc(F)cc3)CC2)cc1)C1=CSCCO1	-0.2	0.7	22.8	-0.5	1.7	-0.1	-2.3	1.3	0.3
N=c1ncn(CC(O)CO)c2nc(N3CCOCC3)[nH]c12 (stereo unspecified)	x	0.1	-2.5	i	-4.2	-3.5	-0.7	0.7	0.7
Cc1ccc(S(=O)(=O)N2CCN(CC(O)c3ccccc3)CC2)cc1C (stereo unspecified)	1.1	-1.0	1.2	-0.6	6.2	-0.7	-6.2	56.9*	-1.1
O=C(NC(=S)N1CC=CCC1)c1ccccc1	-0.5	x	8.6	6.0	x	-0.4	-3.9	1.9	x
CCOc1ccc(N2CC(C(=O)NCc3cccc(C)c3)CC2=O)cc1 (stereo unspecified)	x	0.0	9.0	i	-8.0	-0.6	0.2	-2.4	3.7
